# bIAP activator: intestinal alkaline phosphatase (bovine) activation. purified bovine IAP, CDP-star luminescence, 30 min; hits give high values; fold of DMSO-control signal, blank-subtracted. activation factor at 20 µM. hit rate 0.17% among 200,000;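 active = activation factor of 2 or more at 20 µM, a signal rise over negative controls twice the positive control's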
# APP transl inh: APP translation inhibition. SH-SY5Y APP 5'UTR-luciferase reporter, luminescence. inhibition, % at 2 µM. hit rate 0.82% among 190,000;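 active = inhibition above a set limit, derived from the sample mean plus 3 SD, cut at about 45% in these data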; also: values of inactives mirror those of a sister screen read the other way
# FLuc stim CS: affects firefly luciferase, flagging false hits in luciferase stimulation screens. activation factor at 10 µM. ATPlite luciferase biochemical, luminescence, 10 min; 0 = ATP-free wells, 1 = DMSO control. 200,000 tested, under 10 active. P08659;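 active = luciferase activation factor, scaled between plate controls, of at least 2 with compound at 10 µM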
# Target sequence (P08659 whole entry, looked up): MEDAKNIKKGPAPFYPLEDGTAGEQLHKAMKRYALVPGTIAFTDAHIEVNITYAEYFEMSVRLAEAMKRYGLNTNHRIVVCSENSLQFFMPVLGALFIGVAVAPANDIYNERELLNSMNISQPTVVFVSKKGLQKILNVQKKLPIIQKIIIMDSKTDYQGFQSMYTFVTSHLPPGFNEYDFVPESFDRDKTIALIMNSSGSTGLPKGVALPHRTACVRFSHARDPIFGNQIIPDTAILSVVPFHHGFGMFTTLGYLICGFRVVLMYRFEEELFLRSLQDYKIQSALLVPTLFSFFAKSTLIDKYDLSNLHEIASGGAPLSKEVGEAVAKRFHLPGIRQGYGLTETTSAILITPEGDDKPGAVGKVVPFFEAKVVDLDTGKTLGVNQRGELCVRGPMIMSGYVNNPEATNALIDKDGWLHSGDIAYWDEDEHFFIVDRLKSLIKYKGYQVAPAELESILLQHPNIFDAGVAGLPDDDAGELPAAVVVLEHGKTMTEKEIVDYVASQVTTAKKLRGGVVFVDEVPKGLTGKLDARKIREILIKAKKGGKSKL
#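 Assay system: Luciferase/luciferin detection reagent, cell-free biochemical luciferase assay / Read-out: luciferase activation / Benchmarks: No-ATP low control, compound-free enzyme-plus-ATP high control / Medium: PBS buffer for ATP / Detection: luminescence measurement of luciferase light output / Schedule: 10 min at ambient temperature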
# TNAP inh noacc: TNAP (human) inhibition, acceptor-free conditions; P05186; purified TNAP, CDP-star luminescence, 30 min; inhibition, % at 20 µM; hit rate 0.26% among 200,000; AID 1012;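 active = tissue-nonspecific alkaline phosphatase inhibition above about 50% at 20 µM in the single-dose screen, limit read from the data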;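 also: 0% = DMSO negative control and 100% = EDTA positive control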
# Target sequence (P05186 whole entry, looked up): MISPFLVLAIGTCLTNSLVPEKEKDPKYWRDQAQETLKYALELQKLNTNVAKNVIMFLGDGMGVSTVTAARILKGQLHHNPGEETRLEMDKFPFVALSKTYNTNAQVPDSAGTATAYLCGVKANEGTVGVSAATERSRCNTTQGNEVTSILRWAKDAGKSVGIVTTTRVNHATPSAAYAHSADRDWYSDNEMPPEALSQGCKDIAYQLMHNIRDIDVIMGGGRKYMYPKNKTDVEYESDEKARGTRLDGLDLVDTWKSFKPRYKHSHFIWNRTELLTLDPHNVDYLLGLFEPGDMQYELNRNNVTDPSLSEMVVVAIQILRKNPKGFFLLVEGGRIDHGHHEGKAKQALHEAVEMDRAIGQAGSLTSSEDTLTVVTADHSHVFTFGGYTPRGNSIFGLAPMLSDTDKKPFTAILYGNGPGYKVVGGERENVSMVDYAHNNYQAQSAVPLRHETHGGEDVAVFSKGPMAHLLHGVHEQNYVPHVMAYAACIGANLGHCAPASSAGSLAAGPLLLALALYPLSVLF
# FLuc inh counter: Photinus pyralis luciferase inhibition counter-screen | inhibition, % at 10 µM | P08659 | hit rate 1.5% among 200,000 | ATPLite firefly luciferase biochemical luminescence, 10 min;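 active = inhibition above about 50% when tested at 10 µM, limit read from the data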
# bIAP inhibitor: blocks bovine intestinal alkaline phosphatase activity; purified bovine IAP, CDP-star luminescence, 30 min; 190,000 tested, under 10 active; inhibition, % at 20 µM;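 active = over 50% inhibition of intestinal alkaline phosphatase at 20 µM in the single-dose screen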
#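 Assay system – bovine IAP enzyme · Quantity – bovine IAP at 1/65,000,000 final dilution · Detection – CDP-star luminescence signal · Times – 30 min reaction at room temperature · Also added – CDP-star substrate at 30 µM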
# Lmaj promast: inhibitors of Leishmania major promastigote growth. inhibition, % at 10 µM. hit rate 9% among 200,000. AID 1063. Leishmania major promastigotes, resazurin fluorescence viability; in the data active = inhibition above about 50%;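 also: promastigotes grown with compound for 44 hours at 28 °C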
# TNAP inh hiacc: blocks human TNAP under high phosphate acceptor concentration; P05186; purified TNAP, CDP-star luminescence, 1 M DEA; inhibition, % at 20 µM; hit rate 0.03% among 200,000; AID 1135;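 active = over 50% inhibition of tissue-nonspecific alkaline phosphatase at 20 µM in the single-dose screen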;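 also: plate controls were DMSO wells for no effect and EDTA-quenched wells as full inhibition for full effect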
# TNAP act hiacc: increases human TNAP activity under high phosphate acceptor concentration; P05186; purified TNAP, CDP-star luminescence, 1 M DEA, 30 min; hits give high values; 0 = EDTA background, 1 = DMSO-only activity; activation factor at 20 µM; 200,000 tested, under 10 active; AID 1136;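 active = activation factor at least 2 at 20 µM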
#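 Control set: EDTA negative control, DMSO positive control / Assay system: human TNAP / Quantity: TNAP 1/800 final / Evaluation: TNAP activation factor scaled between EDTA and DMSO control wells / Measured by: luminescent substrate turnover signal / Compound dosing: one dose, 20 µM / Times: 30 min enzyme reaction at room temperature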
# RAM inhibit: inhibitors of the yeast RAM network; S. cerevisiae dse1pr::URA3 reporter, 5-FOA growth OD615, 2 d; analog-sensitive cbk1-as2 kinase mutant strain; hit rate 1.8% among 190,000; AID 868; inhibition, % at 50 µM;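 active = inhibition above a set limit, 3 SD over mean compound inhibition, cut at about 8.4% in these data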;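 also: 0% = DMSO-only wells with no growth and 100% = 10 µM 1-NA-PP1 full growth; inhibition rescues growth on 5-FOA so higher OD means more RAM inhibition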
# Starred values were filed as active, the others as inactive; . = not tested or not shown.
1. O=C(/C=C/c1cn(CC(O)CN2CCCCCC2)c2ccccc12)c1cccs1 (stereo not given)
2. CCOc1ccc(OCC)c(NC(=O)CCCN2C(=S)NC(C)(C)CC2C)c1 (stereo not given)
3. C=CCN1C(c2ccc(OCC)cc2)=CS/C1=C(\C#N)c1nnc2n1CCCCC2
4. Cc1ccc(C(=O)NN2C(=O)/C(=C/c3cccn3C)SC2=S)cc1
5. CN(C)c1nc(N/N=C/c2c[nH]c3ccccc23)nc(N2CCOCC2)n1
6. O=C(CSc1nnc(CN2CCCCCC2=O)n1-c1ccccn1)NCC(F)(F)F
7. CCOc1ccc(N(CC(=O)NCc2ccco2)S(=O)(=O)c2ccc(OC)c(OC)c2)cc1
8. CC(C(=O)Nc1ccc(F)c(F)c1F)N(C)CC(=O)Nc1ccccc1Br (stereo not given)
9. COCCNC(=O)CSc1nc(-c2ccccc2)cs1
10. Cc1ccc(S(=O)(=O)N2CCN(S(=O)(=O)c3ccc(C)cc3)C3OCCOC32)cc1 (stereo not given)
Compound	1	2	3	4	5	6	7	8	9	10
bIAP activator	1	1	1	1	1	0.9	1.1	0.9	0.9	0.9
APP transl inh	0.7	14.8	-6.7	12.5	-4.3	-3.1	-18.4	-8.0	-7.2	8.3
FLuc stim CS	1	1.1	1	1	1.1	1	1.1	1	0.9	1
TNAP inh noacc	-7.3	-6.6	-5.6	20.7	-12.6	-7.2	-14.0	-90.9	-4.4	-11.8
FLuc inh counter	-1.7	-6.2	0.4	-2.3	-5.1	-4.0	-5.5	-4.4	7.2	1.1
bIAP inhibitor	-0.1	-0.9	-1.2	3.0	4.9	6.4	-8.0	5.1	7.3	6.9
Lmaj promast	100.3*	2.9	5.8	0.2	4.8	-8.8	23.0	11.7	-4.0	-4.9
TNAP inh hiacc	11.5	0.0	0.2	30.4	-2.9	-2.3	-10.1	-4.9	-6.7	-2.7
TNAP act hiacc	0.9	1	1	0.7	1	1	1.1	1	1.1	1
RAM inhibit	0.5	-0.4	0.0	2.6	0.0	0.0	1.4	0.9	-0.1	2.9

11. CC(C)(C)C(=O)NC(=S)Nc1ccccc1C(=O)NC1CCCCC1
12. N=C1S/C(=C\c2ccc(-c3ccccc3C(=O)O)o2)C(=O)N1c1ccc2c(c1)OCO2
13. Cc1cc(-c2nnc(CCC(=O)N(C)Cc3ccsc3)o2)no1
14. COc1ccc(CN2CCC(C(=O)N(C)CCc3ccc(OC)c(OC)c3)CC2)c(OC)c1
15. O=Cc1ccc(N2CCCCCC2)cc1
16. CCc1ccc(C(=O)NC(CC(C)C)C(=O)O)cc1 (stereo not given)
17. CCc1ccccc1NC(=O)Cn1nnc(-c2cccnc2)n1
18. O=C(NCCN1CCOCC1)c1cc2ccccc2o1
19. COc1ccc(C(=O)Nc2cc(=O)n(C)c(=O)n2C)cc1OC
20. CCOC(=O)COc1ccc2c(C)cc(=O)oc2c1C(=O)c1ccccc1
Compound	11	12	13	14	15	16	17	18	19	20
bIAP activator	0.7	1	1.1	1.1	0.8	0.9	0.9	1	0.9	1.1
APP transl inh	-4.6	-20.1	-22.9	1.1	.	.	-5.5	-11.9	1.4	3.5
FLuc stim CS	1.1	0.7	0.9	1.1	0.9	1	1	1.1	1	1.1
TNAP inh noacc	5.5	34.1	3.2	-14.4	-1.2	-2.6	-16.6	-4.6	-5.3	-4.5
FLuc inh counter	-6.7	34.2	6.1	-8.0	5.1	2.0	-3.9	-9.3	-2.5	-5.7
bIAP inhibitor	32.6	-1.1	-6.3	-6.2	16.1	12.7	6.3	-1.7	10.5	-13.3
Lmaj promast	9.3	-13.8	-5.0	-9.0	-1.6	-2.2	-3.5	-1.8	-5.7	0.9
TNAP inh hiacc	-8.1	9.8	4.7	-6.1	-9.6	3.0	-7.7	-6.1	-6.7	-3.3
TNAP act hiacc	1.1	0.9	1	1.1	1.1	1	1.1	1.1	1.1	1
RAM inhibit	1.1	1.0	0.4	0.1	-0.9	0.5	4.2	0.5	1.8	1.0

21. Cc1cc(N2CCOCC2)nc(N2CCOCC2)n1
22. CCC(c1nnnn1C1CCCC1)N1CCN(c2ccccc2)CC1 (stereo not given)
23. CCn1c(SCC(=O)C(C)(C)C)nnc1-c1ccccn1
24. O=C(O)c1c(Cl)nc2ccccn12
25. CC(=O)C(N=Nc1ccccc1)(Sc1nnc(-c2ccccc2)n1-c1ccccc1)C(C)=O
26. C=C(C)CN(CC)C(=O)CSc1nc(O)cc(=O)n1C1CCCC1
27. Cc1cc(C)nc(NC(=O)c2cc(-c3ccc(C)s3)nc3ccccc23)c1
28. CC(=O)c1cc2c(=O)c3cc(C)ccc3oc2nc1C
29. O=C(c1ccc(Br)o1)N1CCN=C1SCc1cccc(F)c1
30. CC(=O)Nc1ccc(S(=O)(=O)N(Cc2ccco2)CC2CCCO2)cc1 (stereo not given)
Compound	21	22	23	24	25	26	27	28	29	30
bIAP activator	1.1	0.9	0.9	0.9	0.9	1.1	1	0.9	0.9	1
APP transl inh	-31.9	-4.0	-16.7	-12.8	-1.8	-12.8	8.0	-9.7	-9.9	16.1
FLuc stim CS	1	1	1	1.1	1.1	1	1	0.7	1	1.1
TNAP inh noacc	-0.2	-8.3	-4.8	-7.3	7.3	-52.4	-1.1	-8.8	-8.1	-11.3
FLuc inh counter	-4.1	-4.4	4.2	-6.9	-7.3	-4.5	-1.9	26.8	-4.0	-6.4
bIAP inhibitor	-5.7	8.6	6.0	12.3	14.3	-11.7	1.4	11.9	14.8	0.7
Lmaj promast	-4.3	17.4	3.4	-10.3	18.9	-6.4	10.0	5.2	-4.7	-2.7
TNAP inh hiacc	2.3	-1.2	-1.7	-5.0	0.2	-7.4	-1.4	-5.0	-2.6	-4.3
TNAP act hiacc	1	1	1	1.1	1	1.1	1	1.1	1	1
RAM inhibit	3.5	-0.7	-0.9	5.6	11.5*	3.8	2.4	-0.1	1.8	0.8

# Limited to TNAP act hiacc and RAM inhibit, for some of the entries so far:
nr	canonical_smiles	TNAP act hiacc	RAM inhibit
22	CCC(c1nnnn1C1CCCC1)N1CCN(c2ccccc2)CC1 (stereo not given)	1	-0.7
23	CCn1c(SCC(=O)C(C)(C)C)nnc1-c1ccccn1	1	-0.9
24	O=C(O)c1c(Cl)nc2ccccn12	1.1	5.6

# Remaining list, next part.
31. O=C(Oc1ccc(C(=S)N2CCOCC2)cc1)c1ccc(Br)cc1
32. COc1nc(C)c2cc(C)oc2n1
33. O=C(Nc1ccc([N+](=O)[O-])cn1)c1cc(-c2cccc(Br)c2)nc2ccccc12
34. Fc1ccccc1C1c2cccn2CCN1C(=S)Nc1ccc(Br)cc1 (stereo not given)
35. COc1cc(C(=O)OCCn2c(=O)c3c(ncn3CCN(C)C)n(C)c2=O)cc(OC)c1OC
36. NNC(=O)Cc1cn(-c2ncc(C(F)(F)F)cc2Cl)c2ccccc12
37. O=C(CSc1nnc(-c2cccs2)n1-c1ccccc1)NCc1ccc2c(c1)OCO2
38. CN(C)c1ccc(/C=C/c2cc[n+](C)cc2)cc1
39. COc1ccc(N(CC(=O)Nc2cc(C)cc(C)c2)S(=O)(=O)c2ccccc2[N+](=O)[O-])c(OC)c1
40. CC1CCN(c2nc3ccccc3nc2C(C#N)C(=O)OC2CCCCC2)CC1 (stereo not given)
Compound	31	32	33	34	35	36	37	38	39	40
bIAP activator	1.2	0.9	0.6	1.1	1	0.9	0.9	0.4	0.9	0.8
APP transl inh	6.8	-3.7	-1.3	-7.9	-1.7	-4.8	-11.3	-18.2	11.9	21.3
FLuc stim CS	1	1	1	1	1.1	1.1	1	1	1	1
TNAP inh noacc	-3.4	-6.9	-13.2	-7.8	-9.7	-16.7	-3.2	-10.7	-6.6	5.7
FLuc inh counter	-3.2	-4.5	-2.6	-4.2	-5.2	-6.1	0.1	-0.7	-1.1	4.6
bIAP inhibitor	-23.8	7.2	41.6	-5.9	1.2	8.9	12.5	.	6.6	15.3
Lmaj promast	1.8	-7.7	1.2	22.6	1.5	-11.6	57.5*	99.0*	-8.4	37.1
TNAP inh hiacc	1.7	-3.5	-0.1	-3.6	-10.4	-6.4	2.1	25.0	-2.4	2.2
TNAP act hiacc	1	1	1	1	1.1	1.1	1	0.8	1	1
RAM inhibit	1.1	0.7	5.7	0.8	2.1	0.3	0.7	0.8	4.4	4.1

41. O=C(OCC(=O)N1CCN(c2ccccc2)CC1)c1cccc(Cl)c1
42. O=C(CCn1nnc2ccccc21)Nc1nnc(COc2ccccc2F)s1
43. CN(C)S(=O)(=O)c1cccc(NS(=O)(=O)c2ccc(Cl)s2)c1
44. Nc1cccc(-c2nc3ccccc3[nH]2)c1
45. O=C(C1CCN(S(=O)(=O)N2CCOCC2)CC1)N1CCc2ccccc21
46. CN(Cc1cc2ccccc2[nH]c1=O)C(=O)C1CCCCC1
47. Cc1ccc(Cn2c(SCC(=O)NCC3CCCO3)nc3ccsc3c2=O)cc1 (stereo not given)
48. COc1ccc(/C=N/NC(=O)c2c(C)n(C)c3ccc(OC)cc23)c(OC)c1
49. O=c1oc2ccccc2n1Cn1c(=O)oc2ccccc21
50. CC(=O)c1ccc(NC(=O)COC(=O)CCN2C(=O)c3cccc([N+](=O)[O-])c3C2=O)cc1
51. COc1ccc2nc(NC(=O)/C=C/c3ccc4c(c3)OCO4)sc2c1
52. Cn1nc(-c2ccccc2)c(CN2CCN(c3ncccn3)CC2)c1Cl
53. Cc1ccc(S(=O)(=O)N2CCCC(C(=O)NC3=NCCS3)C2)cc1 (stereo not given)
Compound	41	42	43	44	45	46	47	48	49	50	51	52	53
bIAP activator	0.6	1	0.9	0.9	0.9	1	1.2	1	0.9	1.1	1	1	0.9
APP transl inh	7.8	-12.6	8.1	-69.0	-1.9	13.5	-3.0	10.5	5.1	5.6	6.6	5.9	-3.9
FLuc stim CS	1	1	1	0.6	1	1	1	1	1.1	1.1	1	1	1
TNAP inh noacc	-6.9	-1.8	-9.6	-13.9	-10.2	-10.7	-7.9	-11.4	12.1	0.2	-25.0	-12.9	1.9
FLuc inh counter	1.9	-3.8	-4.4	39.3	-4.1	-2.9	-4.3	-3.2	-8.2	-8.1	-0.6	-1.8	-2.4
bIAP inhibitor	37.4	2.6	6.4	8.0	8.9	4.0	-23.0	-4.5	8.4	-6.3	-2.1	2.5	7.2
Lmaj promast	-2.2	0.8	-1.0	-0.1	-4.0	-4.0	-5.3	7.5	4.9	-3.1	-3.6	0.7	-2.7
TNAP inh hiacc	1.2	-0.6	1.0	-3.7	-5.1	-1.1	-2.8	-4.0	0.0	0.7	0.5	-9.7	3.0
TNAP act hiacc	1	1	1	1	1.1	1	1	1	1	1	1	1.1	1
RAM inhibit	2.1	1.0	0.0	1.6	0.0	0.0	4.5	0.2	0.9	2.3	0.4	-0.1	1.8

# Source: PubChem BioAssay (several laboratories)
